PMI inhibition: MPI inhibition at elevated mannose 6-phosphate – biochemical, fluorescence intensity, high mannose 6-phosphate, primary screen (AID 1220). recombinant PMI enzyme, coupled fluorescence intensity; higher % means a stronger effect. one-dose inhibition, % at 20 µM; IC50 in µM for titrated hits. 190,000 tested, 0.66% active
P. falciparum M17LAP: P. falciparum M17LAP inhibitors, primary screen, biochemical, fluorogenic H-Leu-NHMec substrate, 1536-well (AID 1619). 220,000 tested, 0.38% active. one-dose inhibition, % at 30 µM; IC50 in µM for titrated hits. recombinant M17LAP, H-Leu-NHMec fluorogenic kinetic assay; higher % means a stronger effect;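 active = compound inhibiting the enzyme by more than half at any dose during confirmatory dose-response retesting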;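 note: plate controls were full reaction with DMSO carrier for no effect and no enzyme background for full effect; strong numbers were not always called active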
ER stress rescue: rescue of cells from ER stress-induced death, primary screen, 384-well, CSM14.1, thapsigargin, ATP luminescence (AID 1222). cellular ATP content (survival), % at 20 µM, or EC50 in µM where a hit was titrated. CSM14.1 thapsigargin-induced death rescue, ATP luminescence; higher % means a stronger effect. 190,000 tested, under 10 active;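 active = EC50 below 50 µM in the dose-response confirmation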;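 note: death triggered by thapsigargin at about 15 µM added after 2 h compound pretreatment; cell ATP read after overnight thapsigargin exposure of roughly 18 to 22 hours; normalized against plate controls of thapsigargin alone and 5% DMSO vehicle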
TNAP activation fold: human TNAP enzyme activators, primary screen, biochemical, luminescent, no phosphate acceptor, uHTS (AID 1001) | 200,000 tested, 0.03% active | purified TNAP, luminescent activation assay, no phosphate acceptor; higher activation fold means a stronger effect | activation fold at 20 µM; hits with a dose series show EC50 in µM; in the data active = activation fold from about 3, or a potency from the dose series; inactive = the rest, 99 in 100 with activation fold below about 1.6; note: many of its hits are not listed in these tables
LYP inhibition: inhibitors of LYP phosphatase, biochemical, fluorescence intensity, uHTS (AID 1779); inhibition, % at 11.5 µM; hits with a dose series show IC50 in µM; 290,000 tested, 0.054% active; recombinant LYP phosphatase, fluorescence intensity; higher % means a stronger effect;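 note: plate controls were vehicle with enzyme for no effect and no enzyme for full effect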
XIAP displacement: XIAP antagonists, biochemical, IAP family, fluorescence polarization (AID 1018); XIAP BIR domain, fluorescence polarization peptide displacement; higher % means a stronger effect; one-dose displacement, % at 20 µM; IC50 in µM for titrated hits; 200,000 tested, 0.007% active; in the data active = displacement above about 50%; note: a part of the inactive calls stands beside numbers as strong as those of hits
Myeloid diff MLP: compounds promoting myeloid differentiation | ER-HoxA9 myeloid progenitors, lysozyme-GFP differentiation, flow cytometry | calls only at 10 µM | 360,000 tested, 1% active;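 active = normalized GFP-positive differentiation at or above the plate's own cutoff, the solvent-only control mean plus 3 SD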;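 note: cells exposed to compound for four days before flow analysis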
P. falciparum M1AAP: P. falciparum M1AAP inhibitors, biochemical, fluorogenic H-Leu-NHMec substrate, 1536-well (AID 1445); recombinant M1AAP, H-Leu-NHMec fluorogenic kinetic assay; higher % means a stronger effect; one-dose inhibition, % at 30 µM; IC50 in µM for titrated hits; 220,000 tested, 0.42% active;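 active = primary inhibition above the hit cutoff, then over 50% inhibition at one or more dose response concentrations, cut at about 23% in these data, passing the limit was not always enough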;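 note: plate controls were DMSO full reaction for no effect and no enzyme background for full effect; strong numbers were not always called active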
PMI inhibitors: inhibitors of human PMI, primary screen, biochemical, fluorescence intensity, coupled assay (AID 1209); purified PMI enzyme, coupled fluorescence intensity; higher % means a stronger effect; inhibition, % at 20 µM; hits with a dose series show IC50 in µM; 190,000 tested, 0.42% active;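 note: plate controls were DMSO vehicle for no effect and wells lacking substrate for full effect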
Myeloid diff MLP GFP+ MAC1+ %: also measured in Myeloid diff MLP; calls as there; GFP+ MAC1+ double positive, %; measured here: differentiation confirmed by MAC1 staining
* hit, by the source's call; i = inactive; x = not tested or not shown; + = active, no number; & = joins results of further samples. Cut-off read from the data, not from the text of the source, unless noted: active = inhibition above about 50%; inactive = the rest.

cpd	smiles	PMI inhibition	P. falciparum M17LAP	ER stress rescue	TNAP activation fold	LYP inhibition
1	COc1ccc(S(=O)(=O)N2CCC(O)(c3ccc(Cl)cc3)CC2)cc1OC	x	-1%	x	x	-12%
2	Cc1ccc2nc(NC(=O)c3ccc(Cn4cc(Cl)cn4)o3)sc2c1	8%	-6%	-0.3%	1.1	0%
3	O=C(NCc1cccnc1)c1ccc(COc2ccc3c(c2)CCC3)o1	5%	-1%	x	1.1	-5%
4	CCOC(=O)N1CCN(C(=O)Nc2ccc3oc(C)nc3c2)CC1	-1%	-5%	x	1	2%
5	N#CCc1c(C#N)c(N)nc(Nc2ccccc2)c1C#N	x	12%	x	x	-6%
6	CCn1nnnc1-c1ccc(OC)c(S(=O)(=O)Nc2ccc(OC)cc2)c1	11%	-1%	-1.6%	1.1	3%
7	COc1ccc(N2CCN(C(=O)CCCn3c(=O)[nH]c4ccsc4c3=O)CC2)cc1	12%	-6%	0.2%	1.1	-4%
8	CC(=O)O/N=C(\N)Cc1ccc(-c2csnn2)cc1	x	-4%	x	x	-6%
9	CC1(C)CC(=O)C/C(=N/NC(=O)COc2ccc(Cl)cc2Cl)C1	x	-4%	x	x	-3%
10	O=C(NCCc1csc(-c2cccnc2)n1)c1cccc(Cl)c1	x	10%	x	x	-4%
11	Clc1ccc(-c2ncc3ccccn23)c(Cl)c1	x	16%	0.3%	1.1	-3%
12	CCOC(=O)COc1ccsc1C(=O)OC	-3%	0%	0.1%	1.1	-6%

cpd	XIAP displacement	Myeloid diff MLP	Myeloid diff MLP GFP+ MAC1+ %	P. falciparum M1AAP	PMI inhibitors
1	x	i	0.3	3%	x
2	-30%	i	0.7	11%	6%
3	-1.8%	i	8.5	2%	11%
4	-4.8%	i	4.9	-5%	6%
5	x	i	0.3	1%	x
6	-5.9%	i	6.0	0%	11%
7	-0.5%	i	4.2	-1%	3%
8	x	i	0.4	-1%	x
9	x	i	0.8	5%	x
10	x	i	0.2	1%	x
11	-1.4%	i	0.6	5%	x
12	-6.1%	i	2.5	3%	0%

Next entries follow:
cpd	smiles	PMI inhibition	P. falciparum M17LAP	ER stress rescue	TNAP activation fold	LYP inhibition
13	CC(=O)Nc1ccc(OCc2cccc([N+](=O)[O-])c2)cc1	6%	1%	1.1%	1.1	-13%
14	Cc1nc(Cl)c2oc3ccccc3c2n1	8%	10%	-1.3%	0.9	-14%
15	O=C(CSc1nc(-c2ccccc2)c(-c2ccccc2)o1)N1CCOCC1	6%	-4%	1.3%	1.1	-2%
16	CCSc1nc2ccccc2c(=O)n1CCc1ccc(OC)c(OC)c1	x	-8%	x	x	2%
17	Nc1ccccc1OCCOCCOCCOc1ccccc1N	5%	6%	-2.2%	1.1	-2%
18	CCOC(=O)N1CCC(Nc2c(NCCCN(CC)CC)c(=O)c2=O)CC1	4%	-6%	-0.9%	1.1	-7%
19	Cc1c(/C=N/NC(=O)CNc2ccccc2)c2ccccn2c1C(=O)c1ccncc1	10%	-2%	4.0%	1	-1%
20	O=C(Cc1ccc(Cl)cc1)N/N=C/c1ccccc1	x	x	0.9%	1.1	-1%
21	CC(OC(=O)C12CC3CC(CC(O)(C3)C1)C2)C(N)=O (stereo not drawn)	4%	-2%	6.0%	1.1	-6%
22	CC1CC(C)CN(C2CCN(Cc3cccnc3)CC2)C1 (stereo not drawn)	2%	16%	-0.9%	1	-11%
23	CCCCOc1ccc2c(c1)/C(=C(\C(Cl)=C(Cl)Cl)[N+](=O)[O-])N2	-12%	-7%	-0.1%	1.1	-9%
24	CCN1C(=O)c2cccc3c(S(=O)(=O)NCCCN4CCOCC4)ccc1c23	5%	-62%	-0.5%	1	-9%

cpd	XIAP displacement	Myeloid diff MLP	Myeloid diff MLP GFP+ MAC1+ %	P. falciparum M1AAP	PMI inhibitors
13	-1.6%	i	0.3	-2%	5%
14	1.3%	i	0.2	0%	3%
15	-6.3%	i	0.9	6%	3%
16	x	i	0.4	3%	x
17	-4.5%	i	0.6	6%	7%
18	-8.0%	i	2.6	10%	-2%
19	-1.0%	i	0.7	1%	12%
20	2.9%	i	0.7	x	x
21	-9.7%	i	0.4	4%	0%
22	-3.8%	i	1.7	3%	10%
23	-4.7%	+	7.7*	-3%	-20%
24	-1.6%	i	1.5	6%	-11%

Nos. 1 through 11 from above:
cpd	smiles	PMI inhibition	P. falciparum M17LAP	ER stress rescue	TNAP activation fold	LYP inhibition
1	COc1ccc(S(=O)(=O)N2CCC(O)(c3ccc(Cl)cc3)CC2)cc1OC	x	-1%	x	x	-12%
2	Cc1ccc2nc(NC(=O)c3ccc(Cn4cc(Cl)cn4)o3)sc2c1	8%	-6%	-0.3%	1.1	0%
3	O=C(NCc1cccnc1)c1ccc(COc2ccc3c(c2)CCC3)o1	5%	-1%	x	1.1	-5%
4	CCOC(=O)N1CCN(C(=O)Nc2ccc3oc(C)nc3c2)CC1	-1%	-5%	x	1	2%
5	N#CCc1c(C#N)c(N)nc(Nc2ccccc2)c1C#N	x	12%	x	x	-6%
6	CCn1nnnc1-c1ccc(OC)c(S(=O)(=O)Nc2ccc(OC)cc2)c1	11%	-1%	-1.6%	1.1	3%
7	COc1ccc(N2CCN(C(=O)CCCn3c(=O)[nH]c4ccsc4c3=O)CC2)cc1	12%	-6%	0.2%	1.1	-4%
8	CC(=O)O/N=C(\N)Cc1ccc(-c2csnn2)cc1	x	-4%	x	x	-6%
9	CC1(C)CC(=O)C/C(=N/NC(=O)COc2ccc(Cl)cc2Cl)C1	x	-4%	x	x	-3%
10	O=C(NCCc1csc(-c2cccnc2)n1)c1cccc(Cl)c1	x	10%	x	x	-4%
11	Clc1ccc(-c2ncc3ccccn23)c(Cl)c1	x	16%	0.3%	1.1	-3%

cpd	XIAP displacement	Myeloid diff MLP	Myeloid diff MLP GFP+ MAC1+ %	P. falciparum M1AAP	PMI inhibitors
1	x	i	0.3	3%	x
2	-30%	i	0.7	11%	6%
3	-1.8%	i	8.5	2%	11%
4	-4.8%	i	4.9	-5%	6%
5	x	i	0.3	1%	x
6	-5.9%	i	6.0	0%	11%
7	-0.5%	i	4.2	-1%	3%
8	x	i	0.4	-1%	x
9	x	i	0.8	5%	x
10	x	i	0.2	1%	x
11	-1.4%	i	0.6	5%	x

(continued)
cpd	smiles	PMI inhibition	P. falciparum M17LAP	ER stress rescue	TNAP activation fold	LYP inhibition
25	O=C(c1ccco1)N1N=C(c2ccc(Cl)cc2)CC1(O)C(F)(F)F (stereo not drawn)	9%	0%	-0.4%	1.1	1%
26	Cc1ccc(C(=O)CC2(O)C(=O)N(C)c3ccccc32)o1 (stereo not drawn)	-8%	10%	1.4%	1	0%
27	O=C(CSc1ncnc2sccc12)Nc1ccccc1F	-11%	5%	-0.4%	0.9	-8%
28	O=c1c2c3c(sc2nc2n1CCC2)CCC3	4%	1%	-2.0%	1.1	3%
29	O=C(COC(=O)CNC(=O)c1ccc2c(c1)OCO2)Nc1ncc(Cl)cc1Cl	19%	4%	-1.9%	1	-3%
30	COc1ccc(CNC(=O)c2noc3c2CCCCC3)cc1	2%	7%	1.6%	1.1	-5%
31	COc1cc(/C=N/NC(N)=O)ccc1OCC(=O)N1C(C)CCCC1C (stereo not drawn)	8%	11%	-0.3%	1	-1%
32	COc1cc(CNc2ccc(N3CCOCC3)cc2)cc(Br)c1OC	9%	-2%	0.2%	1.1	3%
33	CCOc1cc(NC(=S)Nc2ccccc2)c(OCC)cc1NC(=O)c1ccc(OC)cc1	57%*	-6%	5.5%	1	2%
34	Cc1cc(-c2n[nH]c(=S)n2/N=C/c2ccc(C)o2)n[nH]1	x	4%	x	x	-4%
35	O=C(CCNC(=O)c1ccco1)Nc1ccc(SC(F)F)cc1	-8%	5%	-0.6%	1.2	0%
36	Cc1nnc(NC(=O)CCC(=O)N2CCN(CCc3ccccc3)CC2)s1	6%	x	1.6%	1	-9%

cpd	XIAP displacement	Myeloid diff MLP	Myeloid diff MLP GFP+ MAC1+ %	P. falciparum M1AAP	PMI inhibitors
25	-1.5%	i	0.1	0%	5%
26	-5.9%	i	2.0	0%	2%
27	-4.8%	i	0.1	-2%	-8%
28	-4.6%	i	0.9	12%	10%
29	-3.8%	i	0.8	4%	11%
30	-2.8%	i	0.2	12%	7%
31	-5.1%	i	0.4	0%	2%
32	-4.4%	i	0.1	5%	0%
33	-0.2%	i	1.8	1%	33%
34	x	i	0.4	-2%	x
35	-4.4%	i	0.3	4%	-5%
36	-1.3%	x	x	x	5%

Following part.
cpd	smiles	PMI inhibition	P. falciparum M17LAP	ER stress rescue	TNAP activation fold	LYP inhibition
37	O=C(NNC(=O)C1CC=CCC1C(=O)O)c1cccs1 (stereo not drawn)	3%	1%	-3.5%	1	-8%
38	COC(=O)C1CCCN1C(C(=O)NC1CCCCC1)c1ccc(Cl)cc1 (stereo not drawn)	2%	-1%	2.3%	1.1	-3%
39	CC(C)n1c(Nn2cnnc2)nc2ccccc21	9%	-2%	3.5%	1.1	-6%
40	CN(C)/C=C(\C(=O)c1ccc(F)cc1F)c1nnnn1-c1ccccc1	-4%	11%	-0.7%	1.1	-5%
41	Cc1cc(C(=O)N/N=C/c2cccc(OC(=O)c3ccco3)c2)n[nH]1	-3%	-1%	3.6%	1.2	-2%
42	Cc1nn(-c2ccccc2)c2c1/C(=N/O)CC(C)(C)C2	-4%	-7%	-0.9%	1.1	-10%
43	Cc1[nH]n(C(N)=S)c(=O)c1C(c1ccccc1)C(C#N)C#N (stereo not drawn)	-30%	39%	x	1.1	-5%
44	COc1ccc(CCc2nc(C)ccc2O)cc1	-17%&-5%	9%&3%	-6.5%&-4.7%	1.1&1.1	-6%&-1%

cpd	XIAP displacement	Myeloid diff MLP	Myeloid diff MLP GFP+ MAC1+ %	P. falciparum M1AAP	PMI inhibitors
37	-7.4%	i	0.1	9%	-6%
38	-0.3%	i	2.3	1%	0%
39	-2.2%	i	0.5	0%	12%
40	3.5%	i	0.4	4%	-4%
41	-2.2%	i	1.0	13%	-3%
42	1.8%	i	0.5	-3%	-1%
43	0.7%	i	0.8	-2%	-4%
44	38%&-3.6%	i	0.2&0.8	-2%&4%	-9%&-3%
